GLS inhibitor = blocks human kidney-isoform glutaminase activity; O94925; GLS enzymatic activity, qHTS titration; Potency, µM (top dose mostly 45.5 µM), for inactives: at the top dose activity change, negative = inhibition, actives largely listed as inhibitors; hit rate 0.21% among 410,000; note: potency is the fitted concentration of half-maximal effect; % is set by controls: 0 for no effect and ±100 for the full control effect
Target sequence (O94925 whole entry, looked up, canonical isoform): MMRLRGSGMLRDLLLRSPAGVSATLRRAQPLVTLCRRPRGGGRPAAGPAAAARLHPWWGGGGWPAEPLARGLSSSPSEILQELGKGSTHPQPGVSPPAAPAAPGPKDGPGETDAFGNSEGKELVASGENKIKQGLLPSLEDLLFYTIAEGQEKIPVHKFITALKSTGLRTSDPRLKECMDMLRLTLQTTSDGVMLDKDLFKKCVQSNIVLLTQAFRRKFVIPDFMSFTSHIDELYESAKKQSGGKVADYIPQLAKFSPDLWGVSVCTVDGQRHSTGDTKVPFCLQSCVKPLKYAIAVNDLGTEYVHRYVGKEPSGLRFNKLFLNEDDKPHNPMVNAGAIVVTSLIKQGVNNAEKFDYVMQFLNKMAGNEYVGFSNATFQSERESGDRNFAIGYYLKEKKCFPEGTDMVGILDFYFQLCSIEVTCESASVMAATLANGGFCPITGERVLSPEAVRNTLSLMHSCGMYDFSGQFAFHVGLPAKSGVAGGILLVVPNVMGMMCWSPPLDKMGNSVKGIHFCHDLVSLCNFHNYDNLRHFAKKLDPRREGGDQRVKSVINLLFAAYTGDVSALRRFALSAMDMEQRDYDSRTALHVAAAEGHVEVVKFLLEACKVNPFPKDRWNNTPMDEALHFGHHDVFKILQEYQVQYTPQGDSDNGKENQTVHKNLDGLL
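Compounds were pin-transferred onto hKGA, after which L-glutamine (1 mM solution) and a detection mix of glutamate oxidase, HRP and Amplex Red were added. Initial and 30 min RT fluorescence reads were collected.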
JMJD2A Tudor inh = blocks the human JMJD2A Tudor domain; O75164; AlphaScreen JMJD2A-Tudor / H3K4me3 peptide binding; Potency, µM (titrated, usually from 114 µM), without a hit: top-dose activity change, negative = inhibition, actives largely listed as inhibitors; hit rate 4.4% among 390,000; AID 504339; note: potency is the fitted concentration of half-maximal effect; % is set by controls: 0 for no effect and ±100 for the full control effect; nearly all actives have a fitted effect of over 50% in size
Pin1 inhibitor = human Pin1 inhibition. Pin1 FP peptide displacement, HiFluor488, 10 min. hit rate 0.009% among 390,000. Q13526. Potency, µM (series often up to 115 µM), without a hit: at the highest dose activity, negative = inhibition, actives largely listed as inhibitors; active = well fitted inhibition curve with a large enough effect in the polarisation, with a control signal flat, not every such curve was filed as active; inconclusive = small, poorly fitted or top-dose-only effect, or effect the other way, or a change in a side signal; inactive = no such curve, though single readings can be large or run the other way; the % refers to the polarisation; note: potency is the fitted concentration of half-maximal effect; % is set by controls: 0 for no effect and ±100 for the full control effect
HP1b binding inh = blocks HP1-beta chromodomain binding to methylated histone tails; AlphaScreen HP1-beta / biotin-H3K9me3 peptide binding; Potency, µM (highest dose often 114 µM), inactives show top-dose activity change, negative = inhibition, usual class: inhibitors; hit rate 0.56% among 390,000; AID 540317; note: potency is the fitted concentration of half-maximal effect; nearly all actives have a fitted effect of over 70% in size; inactives centre near 23
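Compound inhibition of the preformed complex between 50 nM HP1-beta and 50 nM biotinylated H3K9me3 peptide was read by AlphaScreen. Buffer was PBS pH 7.4 with 0.01% Tween-20. Incubations ran 30 min at room temperature, with 10 ug/mL donor/acceptor beads.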
G9a block = G9a (human) methyltransferase inhibition; Q96KQ7; hit rate 8.8% among 350,000; G9a H3K9 monomethylation, AlphaScreen, 2 h; AID 504332; Potency, µM (series often up to 102 µM), without a hit: at the highest dose activity, negative = inhibition, hits mostly inhibitors; note: potency is the fitted concentration of half-maximal effect; % is set by controls: 0 for no effect and ±100 for the full control effect; nearly all actives have a fitted effect of over 75% in size
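Chemiluminescent proximity detection of H3K9 monomethylation, read after 10 min bead incubation in the dark. Reaction: 20 nM G9a, 500 nM biotin-H3K9 peptide, 20 uM SAM cofactor, 2 h, room temperature, following 15 min enzyme-compound preincubation.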
POLH inh = DNA polymerase eta (human) inhibition | Q9Y253 | recombinant Pol eta, fluorescent DNA replication assay | Potency, µM (top dose mostly 114 µM), for inactives: at the top dose activity change, negative = inhibition, most hits filed as inhibitors | hit rate 1.2% among 390,000; note: potency is the fitted concentration of half-maximal effect; % is set by controls: 0 for no effect and ±100 for the full control effect
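Pol eta at 10 nM preincubated with compounds 15 min at room temperature; reaction started with fluorescent substrate (50 nM final) and read kinetically at 0 and 10 min.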
BAZ2B inh = blocks human BAZ2B | Q9UIF8 | AlphaScreen BAZ2B-H3K14Ac peptide displacement | Potency, µM (highest dose often 114 µM), for the others: top-dose activity change, negative = inhibition, actives largely listed as inhibitors | hit rate 4.4% among 360,000 | AID 504333; note: potency is the fitted concentration of half-maximal effect; % is set by controls: 0 for no effect and ±100 for the full control effect; nearly all actives have a fitted effect of over 60% in size
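Multi-concentration screen (max 110 uM) measuring displacement of acetylated histone H3 peptide from BAZ2B by AlphaScreen, using 50 nM protein, 50 nM peptide and 10 ug/mL streptavidin donor plus Ni-chelate acceptor beads.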
PGK inhibitor = blocks T. brucei phosphoglycerate kinase; P07378; AID 602233; PGK/GAPDH coupled, Kinase-Glo luminescence, 60 min; hit rate 0.043% among 380,000; Potency, µM (titrated, usually from 57.5 µM), for inactives: at the highest dose activity change, negative = inhibition, hits mostly inhibitors; note: potency is the fitted concentration of half-maximal effect; % is set by controls: 0 for no effect and ±100 for the full control effect; nearly all actives have a fitted effect of over 60% in size
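Luminescent ATP detection (Kinase-Glo Plus) follows a 60-minute room-temperature incubation, with wells lacking PGK as controls. Buffer: 100 mM TEA (pH 7.6), 5 mM MgCl2, 0.01% Tween-20. Coupling enzyme GAPDH (100 nM final) supplies unstable 1,3-BPG in-well.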
PI4K2A block = PI4K2A (human) kinase inhibition; Q9BTU6; purified PI4K2A, ADP-Glo luminescence, 1 h; hits give low values; activity change, negative = inhibition, % at 76.9 µM; hit rate 0.13% among 420,000; AID 1346378; in the data active = activity change below about -50%; inconclusive = mostly about -30% to -49%;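 note: -100% = wells without enzyme as full effect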
Target sequence (Q9BTU6 whole entry, looked up): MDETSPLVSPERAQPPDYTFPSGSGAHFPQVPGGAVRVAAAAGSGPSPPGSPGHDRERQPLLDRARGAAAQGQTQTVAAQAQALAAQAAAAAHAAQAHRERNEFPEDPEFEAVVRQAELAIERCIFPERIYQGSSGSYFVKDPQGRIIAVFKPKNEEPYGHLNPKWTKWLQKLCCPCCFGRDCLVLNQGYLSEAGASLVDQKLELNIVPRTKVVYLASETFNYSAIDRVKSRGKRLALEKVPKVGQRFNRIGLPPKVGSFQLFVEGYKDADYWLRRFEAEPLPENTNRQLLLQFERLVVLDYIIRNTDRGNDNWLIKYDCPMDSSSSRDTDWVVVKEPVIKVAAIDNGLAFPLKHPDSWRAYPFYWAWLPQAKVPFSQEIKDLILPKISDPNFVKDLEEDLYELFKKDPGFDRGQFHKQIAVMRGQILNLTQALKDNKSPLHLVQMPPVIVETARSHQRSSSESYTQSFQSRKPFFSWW
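ADP-Glo luminescence measured ADP generated by PI4K2A enzyme (4 ug/mL before mixing) with 1.2 mM PI substrate (pre-mix) and 300 microM ATP (pre-mix). Tris pH7.5 buffer with MgCl2, Triton X-100; 1 h reaction at ambient temperature.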
* marks the source's active call; other numbers are inactive results; i = inactive; ? = inconclusive; . = no result given; & = joins results of further samples; [ ] = remark or other dose. Unless noted, calls come from the whole dose curve; as a rule, active = well fitted curve in the direction sought with a large enough effect; inconclusive = small, poorly fitted or top-dose-only effect, or another doubt; inactive = no such curve, though single readings can be large; an effect the other way counts as inactive or inconclusive.

SMILES	GLS inhibitor	JMJD2A Tudor inh	Pin1 inhibitor	HP1b binding inh	G9a block	POLH inh	BAZ2B inh	PGK inhibitor	PI4K2A block
C[C@@H]1CN([C@@H](C)CO)C(=O)CCCn2nncc2CO[C@H]1CN(C)C(=O)Cc1ccccc1	-4%	.	.	.	.	0%	.	-7%	0
Cc1ccccc1Cn1c(=O)n(CCCCCC(=O)NCc2ccc3c(c2)OCO3)c(=O)c2sccc21	-2%	-4%	-6%	26%	-2%[59 µM]	-10%	0%	-4%	-4
O=C(CSCc1ccccc1)N1CCN(c2ccccc2)CC1	24%	-9%	1%	23%	2%[59 µM]	-20%	-9%	8%	3
COc1cc(OC)c(NC(=S)NCc2ccc(F)cc2)cc1Cl	5%	-18%[57.1 µM]	-4%	16%	?	-14%	-37%	-12%	0
COc1ccc(CNC(=O)[C@@H]2CC=C[C@@H]3CCN(Cc4ccccc4)C(=O)[C@@H]32)cc1	-12%	-21%	-1%	?	.	-12%	.	-6%	3
CC(C)c1ccc(OCC(=O)NC(Cc2c[nH]c3ccccc23)C(=O)O)cc1 (stereo not drawn)	-10%&1%	-8%&-35%	-2%&8%	13%&0%	0%[59 µM]	-9%	-14%&-30%	-2%	0&0
CCC(CC)c1nnc(NC(=O)CN2C(=O)C3C4C=CC(C4)C3C2=O)s1 (stereo not drawn)	1%	-22%	-1%	23%	12%	-2%	2%	-3%	-8
CCOc1ccc(CC(=O)NNC(=S)NC)cc1Br	-12%	-16%	-4%	22%	.	-15%	4%	i	0
CCc1ccc(CNc2nc3nc(C)c(Cc4ccccc4)c(=O)n3[nH]2)cc1	-16%	?	55%[activator]	-3%	?	3%	-7%	i	3
COc1cc(C=O)ccc1OCCSc1ccc(Cl)cc1	8%	119%[activator]	-3%	100%[activator]	28%[0.501 µM]	-1%	10%	i	-1
O=C(CCC(=O)c1cccs1)NC(c1ccccc1)c1ccccc1	-6%	18%	4%	42%	26%[0.501 µM]	-13%	3%	-7%	5
Cn1c(=O)n(Cc2ccccc2)c(=O)c2c1nc1n2CCCN1Cc1ccccc1	-8%	-14%	-10%	-9%	9%[59 µM]	-6%	-12%	-7%	6
COc1cccc(CNc2ccc(S(N)(=O)=O)cc2)c1OCc1ccccc1F	-1%	-28%	4%	-2%	19%[59 µM]	-13%	-36%	-7%	-3
O=C(CCSc1nc(-c2ccccc2)c(-c2ccccc2)o1)N1CCCCC1	-3%	.	.	.	.	-5%	.	8%	-6
O=C1C2C3CCC(C3NCc3ccccc3)C2C(=O)N1Cc1ccccc1 (stereo not drawn)	8%	2%	?	39%	-5%[12.7 µM]	-1%	8%	-1%	-9
O=C(CSc1ncccn1)Nc1ccccc1	-1%	0%	0%	37%	?	-5%	8%	-15%	-2
Cn1cc(-c2ccccc2)cc(C#N)c1=O	0%	1%	-2%	12%	11%	-2%	-8%	0%	2
CCN(CC)CCCNC(=O)CSc1nc(-c2cccs2)cc(C(F)(F)F)n1	0%	-27%	1%	5%	.	-8%	-2%	i	5
Cc1ccccc1OCC(=O)N/N=C/c1cn(C)c2ccccc12	1%	-12%	-3%	8%	26%	-22%	-4%	-6%	4
CCCC(=O)NC(c1ccc(OC)c(OC)c1)c1c(O)ccc2ccccc12 (stereo not drawn)	19%	?	2%	7%	?	-15%	-4%	-10%	-3
COc1ccccc1NC(=O)Nc1sccc1-c1nc2ccccc2s1	-10%	-26%	?	84%[activator]	.	-11%	-13%	-2%	-1
N#CC1=C(SCC(=O)Nc2cccc3cccnc23)NC(=O)C(C#N)C12CCCCC2 (stereo not drawn)	14%	-7%	-6%	24%	-16%[12.7 µM]	-40%	-20%	6%	1
CC(=O)Nc1ccc(SC(C)C(=O)NC2CCCC2)cc1 (stereo not drawn)	-7%	6%[57.1 µM]	8%	28%	-2%	-10%	6%	-9%	5
CCCCn1ccnc1C(=O)c1ccc(S(=O)(=O)N(CCOC)CCOC)cc1	13%	-19%	-9%	27%	30%[12.7 µM]	-9%	7%	-10%	4
CC(=O)Nc1ccc(S(=O)(=O)N=S(C)C)cc1	9%	5%	0%	13%	2%[12.7 µM]	2%	-4%&-20%	-6%	1
SMILES	GLS inhibitor	JMJD2A Tudor inh	Pin1 inhibitor	HP1b binding inh	G9a block	POLH inh	BAZ2B inh	PGK inhibitor	PI4K2A block
Cc1ccc(S(=O)(=O)N(Cc2ccc(Cl)cc2)c2ccccc2C(=O)NCc2cccnc2)cc1	0%	-29%	46%[activator]	20%	33%[59 µM]	-7%	-10%	i	-2
O=c1cc(CN2CCN(S(=O)(=O)c3ccccc3)CC2)nc2sc(-c3ccccc3Cl)nn12	7%	2%	-1%	24%[57 µM]	4%[59 µM]	-7%	2%	9%	-1
O=C(NCN1CCN(c2ccccc2F)CC1)c1ccccc1	.	1%	4%	16%	11%	-10%	7%	-7%	0
Cc1cccc(NC(=O)CSc2nc3ccccc3nc2N2CCCCC2)c1	1%	28%	20%	82%[activator]	.	-16%	31%	1%	-2
CC(NC(=O)CN(c1cccc(C(F)(F)F)c1)S(=O)(=O)c1ccc(Cl)c([N+](=O)[O-])c1)c1ccccc1 (stereo not drawn)	-6%	-18%	-1%	28%	10%[59 µM]	-12%	-9%	-3%	8
Cc1ccc(-n2c(=S)[nH]c3[nH]ncc3c2=O)cc1	-6%	-30%	2%	42%[activator]	35µM*	-21%	?	1%	-2
Cc1nn(C)c(C)c1NS(=O)(=O)c1ccc(Cl)s1	5%	-16%	-1%	37%	.	-4%	.	-10%	-1
CCN(CC)c1nc2cc(OC)ccc2cc1C#N	-1%	202%[activator]	?	359%[activator]	74%[activator][12.7 µM]	-8%	499%[activator]	3%	7
COc1ccc(Cl)cc1-n1c(=S)sc2c(=O)[nH]c(SCC(=O)C(C)(C)C)nc21	7%	-31%	?	15%	-24%	?	-14%	i	0
COc1ccc(CNC(=O)C2CCN(S(=O)(=O)c3cccc4nonc34)CC2)cc1OC	0%	-12%	0%	28%	4%[59 µM]	-15%	-7%	-1%	2
CCOC(=O)c1c[nH]c2ccc3ccccc3c2c1=O	2%	-15%	6%	19%	-100%	-10%	-34%	3%	1
O=C(CSc1nnc(NC(=O)c2ccco2)s1)Nc1ccccc1Cl	7%	-1%	8%	8%	15%	-5%	12%	4%	-15
COc1ccccc1CNC(=O)CCCc1nnc2n(C)c(=O)c3sccc3n12	1%	-8%	1%	31%	.	-2%	-9%	-3%	1
CC1CC(C)(C)Nc2ccc(N=O)cc21 (stereo not drawn)	1%	-29%	0%	10%	?	-12%	-2%	-2%	3
COc1ccc(NC(=O)C2=C(C)Nc3nc(SCc4ccccc4C)nn3C2c2cc(OC)c(O)c(OC)c2)cc1 (stereo not drawn)	-1%	-10%	17%	33%	-26%[59 µM]	?	79µM*	-10%	-12
CCc1nc2ccccc2c(=O)n1NCCc1ccccc1	3%	13%	-8%	31%	29%[59 µM]	-11%	18%	i	4
CCOc1[nH]n(-c2ccccc2)c(=O)c1C=Nc1ccc(C(=O)OC)cc1	-5%	-20%	1%	41%	?	-15%	-30%	0%	-9
Cc1cccc(NC2=NC(C)(C)N=C(N)N2)c1	17%	-10%	2%	-7%	.	-15%	-4%	14%	-1
COc1ccc(Nc2nc(-c3cccs3)nc3ccccc23)c(OC)c1	5%	45%[activator]	-2%	111%[activator]	39%[activator][59 µM]	?	22%	-7%	7
COc1ccc(Cl)cc1NC(=O)C1Cc2ccccc2CN1S(C)(=O)=O (stereo not drawn)	3%	-8%	1%	97%[activator]	-8%	?	5%	-7%	-5
CCC(C)n1[nH]c(=O)c2c(C)cc(C)nc21 (stereo not drawn)	?	-14%	-9%	30%[activator]	?	-7%	-7%	-1%	-1
Cc1c(OCC(=O)NCCCn2ccnc2)ccc2c3c(c(=O)oc12)CCC3	-21%	-9%	-3%	36%	-14%	-8%	-24%	i	8
O=C(CSc1nccn1-c1ccccc1)Nc1ccc2c(c1)OCO2	4%	?	0%	-14%	?	-8%	?	1%	-2
CC(C)N(Cc1cc2ccccc2[nH]c1=O)C(=O)C(C)(C)C	3%	-18%	-5%	41%	-10%[59 µM]	-14%	4%	-1%	-1
COc1ccc(C(=O)O)cc1S(=O)(=O)NC(C)(C)C	11%	-1%[11.4 µM]	-5%	0%	-2%	-36%	-22%	5%	0
O=C(CNC(=O)c1ccc(Cl)cc1)OCc1cc(=O)n2ccsc2n1	7%	-3%	0%	24%	6%[59 µM]	-1%	1%	9%	-3
OCCN(Cc1ccccc1)CC(O)COc1ccc(-c2ccccc2)cc1 (stereo not drawn)	13%	-34%	11%	45%[activator]	-8%[12.7 µM]	-25%	?	i	-4
COc1ccc(OC)c(N(CC(=O)NC2CC2)S(=O)(=O)c2ccc(C)cc2)c1	-17%	-15%	0%	18%	-40%	-6%	8%	0%	6
Cc1nnc(N2CCCC(C(=O)NCc3ccccc3)C2)c2nn(-c3ccccc3)c(C)c12 (stereo not drawn)	3%	-3%	1%	22%	-6%[59 µM]	-11%	-3%	10%	0
Cc1cc(C(=O)N/N=C/c2c(C)nn(-c3ccccc3)c2C)n[nH]1	4%	-8%	-19%	30%	-13%	-7%	-23%	0%	5

Three compounds from above, arranged by the number in BAZ2B inh, descending:
Compound,GLS inhibitor,JMJD2A Tudor inh,Pin1 inhibitor,HP1b binding inh,G9a block,POLH inh,BAZ2B inh,PGK inhibitor,PI4K2A block
COc1ccc(Cl)cc1NC(=O)C1Cc2ccccc2CN1S(C)(=O)=O (stereo not drawn),3%,-8%,1%,97%[activator],-8%,?,5%,-7%,-5
Cc1cccc(NC2=NC(C)(C)N=C(N)N2)c1,17%,-10%,2%,-7%,.,-15%,-4%,14%,-1
Cc1ccc(S(=O)(=O)N(Cc2ccc(Cl)cc2)c2ccccc2C(=O)NCc2cccnc2)cc1,0%,-29%,46%[activator],20%,33%[59 µM],-7%,-10%,i,-2

Not all compounds are listed (hit frequency here may not be typical).
